BAP1 block: blocks human BAP1 ubiquitin-AMC hydrolysis; Q92560; recombinant BAP1, Ub-AMC hydrolysis fluorescence kinetic; hits give low values; activity remaining (% of control), % at 20 µM; actives 0.48% (n = 72,000);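 active means activity remaining at or below 50% of control, provided the compound also passes the data quality filters; inactive means the rest, including low values that fail the filters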;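 further: 100% = DMSO wells rate and 0% = substrate alone blank rate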
HePTP inhibitor: human HePTP phosphatase inhibition. P35236. recombinant HePTP phosphatase activity, OD absorbance. inhibition, % at 20 µM. actives 0.64% (n = 110,000). AID 521; in the data active means inhibition above about 50%;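 further: plate controls were vehicle for no effect and reference inhibitor for full effect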
Target sequence (P35236 whole entry, looked up): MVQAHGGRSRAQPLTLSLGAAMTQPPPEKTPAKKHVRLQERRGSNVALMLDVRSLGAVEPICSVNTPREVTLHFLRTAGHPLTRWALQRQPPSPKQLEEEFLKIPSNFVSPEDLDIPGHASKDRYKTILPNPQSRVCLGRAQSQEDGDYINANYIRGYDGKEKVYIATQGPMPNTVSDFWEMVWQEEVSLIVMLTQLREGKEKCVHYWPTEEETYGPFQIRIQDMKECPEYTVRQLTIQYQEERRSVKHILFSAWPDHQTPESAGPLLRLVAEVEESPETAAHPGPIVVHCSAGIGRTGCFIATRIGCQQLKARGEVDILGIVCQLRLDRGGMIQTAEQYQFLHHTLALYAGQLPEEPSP
An asterisk follows results filed as active; nt = not tested or not shown; & = joins results of further samples.

A first look:
mol,BAP1 block,HePTP inhibitor
CC(=O)N1c2ccc(Cl)cc2C2C=CCC2C1c1cccc2ccccc12 (stereo not drawn),nt,8
COC(=O)C(C(=O)OC)=C(/C=C/C=C/N(C)C)N(C)C,59,-4

All compounds of this part, from the start:
mol,BAP1 block,HePTP inhibitor
CC(=O)N1c2ccc(Cl)cc2C2C=CCC2C1c1cccc2ccccc12 (stereo not drawn),nt,8
COC(=O)C(C(=O)OC)=C(/C=C/C=C/N(C)C)N(C)C,59,-4
CCCCn1c(SCC(=O)Nc2nnc(CC)s2)nc2c1c(=O)n(C)c(=O)n2C,105,-2
CSc1sc(C)cc1C1C(C#N)=C(N)N(c2cccnc2)C2=C1C(=O)CC(C)(C)C2 (stereo not drawn),83,3
COc1ccc(OC)c(NC(=O)COc2ccc(F)cc2)c1,nt,7
Cc1ccc(C(=O)NCCN2CCOCC2)cc1Cl,108,2
Cc1cc(C)c2c(N)c(C(=O)c3ccccc3)oc2n1,79,0
CC1=C(C(=O)NC2CCC(C)CC2)C2(CCC(C)CC2)OC1=O (stereo not drawn),92,14
O=C(NCCCN1CCCC1)c1cccc(N2CCCC2=O)c1,118,9
C=CCOc1c(Br)cc(/C=C/C(=O)O)cc1OC,nt,-10
CCN(C(=O)COC(=O)c1c(-c2ccccc2)noc1C)C1CCS(=O)(=O)C1 (stereo not drawn),102,8
COc1ccc2cc(C(c3nnnn3Cc3ccccc3)N3CCCCCC3)c(=O)[nH]c2c1 (stereo not drawn),38*,-2
Cc1ccn2cc(-c3nonc3C)cc2c1,88,0
CC1CC/C(=C\C=C\N(C)C)C(=O)/C1=C/C=C/N(C)C (stereo not drawn),nt,-6
Oc1ccc2[nH]cnc2c1CN1CCCCC1,103,1
CC1CCCN(C(=O)c2ccc(Cl)cc2)C1 (stereo not drawn),nt,7
Cc1cc(NS(=O)(=O)c2ccc(NC(=O)c3cnc4scc(C)n4c3=O)cc2)nc(C)n1,48*,3
CCOC(=O)c1c(C)sc(Sc2ccc(Br)cc2[N+](=O)[O-])c1OC(C)=O,nt,0
CN(C)C(=O)c1c(NC(=O)c2ccco2)sc2c1CCCCC2,nt,8
CNC(=O)C1CC(=O)N(c2ccc(F)cc2)C1 (stereo not drawn),nt,-12
COc1ccc(/C=C2\SC(=S)N(CCCCCC(=O)Nc3ccccc3C(=O)O)C2=O)cc1,nt,13
Cc1nc2nc[nH]c2cc1Br,104,6
CC(C)c1ccc(/C=C2\SC(=Nc3ccc(F)cc3)NC2=O)cc1,nt,7
COc1ccc(NC(=O)COc2cccc(Cl)c2)c(OC)c1,nt,-10
O=C1CCC([N+](=O)[O-])C(c2ccc3c(c2)OCO3)N1 (stereo not drawn),nt,4
O=C(O)CC1C(=O)NCCN1CCCc1ccccc1 (stereo not drawn),94,-2
COC(=O)c1ccc(CN(c2ccccc2)S(=O)(=O)c2ccccc2)cc1,nt,7
COc1ccccc1-n1c(SCC(=O)NC(C)(C)C)nnc1-c1ccco1,84,4
Cc1ccc2cc(C(c3nnnn3C3CCCC3)N3CCN(c4ccc(F)cc4)CC3)c(=O)[nH]c2c1 (stereo not drawn),nt,10
CCCCCOC(=O)C1=C(C)NC2=C(C(=O)CC(C)(C)C2)C1c1cccc(Cl)c1 (stereo not drawn),nt,-1
CCOC(=O)c1c(NC(=O)c2ccccc2F)sc(C(=O)Nc2ccccc2F)c1C,967,nt
Cc1ccc(S(=O)(=O)c2nc(-c3ccco3)oc2SCC(=O)NCC2CCCO2)cc1 (stereo not drawn),88,0
COc1ccccc1/C=C/C=N/NC(=O)c1cc(-c2ccc(C)cc2)n[nH]1,nt,3
O=C(/C=C/c1ccc(Cl)cc1Cl)Nc1c(F)c(F)c(F)c(F)c1F,nt,8
CCc1cc2c(-c3ccccc3)cc(=O)oc2c(CN2CCOCC2)c1O,123,6
CCOc1ccc(N2C(=O)CC(N3CCOCC3)C2=O)cc1 (stereo not drawn),79,6
Cc1cccc(-c2nc3cc(NC(=O)c4cccc(Cl)c4Cl)ccc3o2)c1,nt,-13
COc1cc(OC)c(OC)cc1/C=N/NC(=O)c1cccnc1,nt,-10
COc1cc2[nH]c(=O)c(C(=O)NCCCN3CCCCC3)c(O)c2cc1OC,410,4
CCCNC(=O)C(Cc1ccccc1)NS(=O)(=O)c1ccc2c(c1)CCC(=O)N2 (stereo not drawn),107,-5
COc1ccccc1C(=O)NCCc1nc2ccccc2n1C,100,5
Cc1cc(C)cc(N(C(=O)Cn2nnc3ccccc32)C(C(=O)NCc2ccco2)c2ccncc2)c1 (stereo not drawn),96,8
COc1cccc(NC(=O)c2ccc(-c3ccccc3)cc2)c1,nt,-9
COc1cc(/C=N/N2C(=O)C3C(C2=O)C2C=CC3C23CC3)ccc1OCc1ccc([N+](=O)[O-])cc1 (stereo not drawn),nt,3
CC1=C(C(=O)Nc2ccc(Cl)cc2)C(c2cccs2)NC(=O)N1 (stereo not drawn),nt,-20
COc1ccc(CC2C(=O)OC(C)(C)OC2=O)cc1,112,5
Cc1c(C#N)c2ncnc(N)c2n1-c1ccccc1,114,6
O=C(/C=N/O)Nc1cccnc1,101,19
CN(C)c1ccc(N/C=C/C(=O)c2ccc(F)cc2)cc1,54,9
CC(=O)Nc1nc(-c2cc3cc(Cl)ccc3oc2=O)cs1,157,nt
CC(NC(=O)CN1CCN(Cc2ccc(Cl)cc2)C1=O)c1ccc2c(c1)OCCO2 (stereo not drawn),93,9
Cc1c(C(=O)N2CCN(Cc3ccccc3)CC2)sc2ncnc(N3CCOCC3)c12,105,4
O=C(CN1CCOc2ccccc21)NCc1cccs1,117,3
Cc1ccc(C2OC3(C(=O)c4ccccc4C3=O)C3C(=O)N(c4ccc(C(C)C)cc4)C(=O)C23)cc1 (stereo not drawn),nt,-1
O=C(CCn1c(=O)oc2ccccc21)NCc1ccc2c(c1)OCO2,102,-3
COc1cc(C(=O)Nc2nnc(C(C)C)s2)cc(OC)c1OC,127,nt

The results go on:
mol,BAP1 block,HePTP inhibitor
C/C(=N/NC(=O)c1cccc(Br)c1)c1ccccc1O,nt,-4
COc1cc(C(=O)Nc2ncc(Cc3cccc(Cl)c3)s2)cc(OC)c1OC,nt,7
COc1ccccc1N1CCN(CC(=O)Nc2cc(F)ccc2C)CC1,122,-1
CSc1nsc(SC)c1C(=O)N1CCN(S(=O)(=O)c2ccc(C)cc2)C1C(C)C (stereo not drawn),nt,-5
CC1=C(C(=O)OCCc2ccccc2)C(c2ccc([N+](=O)[O-])cc2)CC(=O)N1 (stereo not drawn),83,-1
CN(C)c1ccnc2sc3c(N(CCO)CCO)ncnc3c12,nt,6
COc1ccc(NC(=O)c2nc3nc(C)cc(C(F)F)n3n2)cc1OC,82,0
COc1cccc(C(=O)NCc2n[nH]c(=S)n2-c2ccc(Br)cc2)c1,74,nt

Single entries from the results shown:
COc1ccccc1N1CCN(CC(=O)Nc2cc(F)ccc2C)CC1 – BAP1 block = 122
COc1ccc(NC(=O)c2nc3nc(C)cc(C(F)F)n3n2)cc1OC – BAP1 block = 82
CN(C)c1ccnc2sc3c(N(CCO)CCO)ncnc3c12 – HePTP inhibitor = 6
C/C(=N/NC(=O)c1cccc(Br)c1)c1ccccc1O – HePTP inhibitor = -4
COc1cccc(C(=O)NCc2n[nH]c(=S)n2-c2ccc(Br)cc2)c1 – BAP1 block = 74
CSc1nsc(SC)c1C(=O)N1CCN(S(=O)(=O)c2ccc(C)cc2)C1C(C)C (stereo not drawn) – HePTP inhibitor = -5

(more compounds)
mol,BAP1 block,HePTP inhibitor
O=C(N/N=C/c1ccccc1F)c1ccccc1I,nt,6
O=C(CCc1ccccc1)NCC(=O)N/N=C/C=C/c1ccccc1,nt,-12
O=c1c2c(-c3ccco3)csc2nc(SCc2cn3cccnc3n2)n1-c1ccccc1,nt,3
COc1ccc(C(=O)Nc2cc3oc4ccccc4c3cc2OC)c(OC)c1,nt,3
O=C(c1noc2c1CCCCC2)N1CCOCC1,105,1
O=[N+]([O-])c1ccc2c(c1)S(=O)(=O)N=C2N1CCCCC1,70,-6
COC(=O)c1sc(-c2ccccc2)cc1NC(=O)c1cc(=O)c2ccccc2o1,182,nt
COCCOC(=O)c1ccc(NC(=O)c2ccc(Cl)cc2Cl)cc1,nt,3
COCCNC(=O)CN(c1cccc(C(F)(F)F)c1)S(C)(=O)=O,nt,10
CC(=O)C1=C(O)C(=O)N(c2nc3ccccc3s2)C1c1ccc(Cl)cc1Cl (stereo not drawn),nt,9
O=C1/C(=C/c2c(Cl)cccc2Cl)SC(=S)N1Cc1ccco1,nt,4
CCCS(=O)(=O)N1CCC(C(=O)NC2CCC(C)CC2)CC1 (stereo not drawn),94,-2
CCNC(=O)CN(c1ccc(C)cc1)S(=O)(=O)c1ccc(SC)cc1,76&98,13
O=C(CC(=O)c1cc(Cl)ccc1O)c1ccc(F)cc1,nt,8
COc1ccc(Cl)cc1NC(=O)CN(c1ccccc1)S(=O)(=O)c1ccccc1[N+](=O)[O-],nt,8
Cc1ccc(C)c(COc2ccc3ccc(=O)oc3c2)c1,nt,-14
CCOc1c(/C=C2\C(=O)NN(c3ccccc3)C2=O)cccc1OC,nt,-11
Cc1ccc(CNC(=O)CSc2n[nH]c(N)n2)cc1,94,4
O=[N+]([O-])c1cccc(-c2noc(COc3ccc4ccccc4c3)n2)c1,nt,-3
COc1ccccc1C1C(C#N)=C(N)Oc2cc(C)n(Cc3ccccn3)c(=O)c21 (stereo not drawn),78,-1
CN1CCN(/N=C/c2cccs2)CC1,nt,-9
Cc1ccc(C2CC(C(F)(F)F)n3nc(C(=O)O)cc3N2)cc1 (stereo not drawn),nt,-5
COc1ccc(OC)c(NC(=O)C(=O)N/N=C/c2ccc(OC)cc2OC)c1,nt,2
Cc1cccc(OCC(=O)NCc2ccco2)c1,nt,4
C(=N\n1cnnc1)/c1ccc(OCc2ccccc2)cc1,88,-4
O=C(Nc1ccc2c(c1)OCCO2)c1cc(-n2cnnc2)ccc1Cl,89,5
CSCC[C@H](NC(=O)NCc1cccs1)C(=O)O,103,-11
O=C1CC(c2ccc(Cl)cc2)n2nc(N3C(=O)CCC3=O)nc2N1 (stereo not drawn),97,10
Cc1cc(I)ccc1NC(=O)c1cccnc1,nt,-8
COc1ccc(C(NC(=O)c2ccc(C)cc2)NC(=O)c2ccc(C)cc2)cc1OC,nt,6
Cc1ccc(S(=O)(=O)N2CCN(C3CC4CCC3C4)CC2)cc1 (stereo not drawn),nt,6
CC1(C)CC(=O)C2=C(C1)OC(N)=C(C#N)C2c1ccc(OC(=O)N2CCOCC2)cc1 (stereo not drawn),86,4

Full records from above:
Entry for CC1(C)CC(=O)C2=C(C1)OC(N)=C(C#N)C2c1ccc(OC(=O)N2CCOCC2)cc1 (stereo not drawn) : BAP1 block = 86; HePTP inhibitor = 4
Entry for Cc1ccc(S(=O)(=O)N2CCN(C3CC4CCC3C4)CC2)cc1 (stereo not drawn) : BAP1 block = nt; HePTP inhibitor = 6

Next part
mol,BAP1 block,HePTP inhibitor
O=C(NCc1ccccc1)c1ccc2nccnc2c1,nt,-1
Cc1cc(NC(=O)c2sccc2C)n(-c2cccc(Cl)c2)n1,100,8
c1ccc(-n2nnnc2Oc2ccc(-n3ccnc3)cc2)cc1,82,10
CCN(CC)CCN1C(=O)C(=O)/C(=C(/O)c2c(C)[nH]c(C(=O)OC)c2C)C1c1ccccc1 (stereo not drawn),88,-3
O=C(NCc1ccccn1)/C(=N/O)c1ccccc1,101,5
O=C(NN1C(=O)c2ccccc2C1=O)c1cccc(F)c1,nt,7
c1cc(-c2nnc(-c3ccco3)o2)cc(-c2nnc(-c3ccco3)o2)c1,nt,14
CC(C)C(=O)N1c2ccccc2C(N(C(=O)C(C)C)c2ccccc2)CC1C (stereo not drawn),nt,-8
CCC1CCCCN1CCNC(=O)CNS(=O)(=O)c1ccc2nc(C)sc2c1 (stereo not drawn),92,-1
Cc1ccc(-n2ncc3c(=O)n(CC(=O)NC4CCCCC4)cnc32)cc1,115,5
CC(=O)N/C(N)=N\c1nc2cc(C)ccc2o1,55,nt
COc1ccccc1NS(=O)(=O)c1cc(N2C(=O)C3C4C=C(C)C(C4)C3C2=O)ccc1Cl (stereo not drawn),nt,-13
Cc1ccc(S(=O)(=O)N2CCN(C(=O)CSc3nnc(C)c(=O)[nH]3)CC2)cc1,105,2
O=C(Nc1ccc(N2CCOCC2)cc1)c1ccc2c(c1)OCO2,nt,-6
Cc1ccc(OCc2nnc(NC(=O)c3ccccc3)s2)c(C)c1,nt,4
O=C(NCCC1=CCCCC1)C1CC(=O)N(C2CCCCCC2)C1 (stereo not drawn),105,6
O=C(CCC1CCCCC1)NCC1CCCO1 (stereo not drawn),nt,4
CC(=O)c1cc2c(cc1NC(=O)CN1CCOCC1)OCO2,57,14
CC(=C1C2C=CC1C1C(=O)NC(=O)C21)c1ccccc1 (stereo not drawn),102,10
C=CCN1C(=O)/C(=C/c2ccco2)SC1=S,nt,31
Nc1nonc1NC(=O)CSc1nc2ccccc2s1,114,-5
COc1cc(NC(=O)Cn2nc(C)c([N+](=O)[O-])c2C)c(OC)cc1Cl,nt,9

Bioassay records as filed in PubChem.
